Assay outcomes from PubChem BioAssay.
MsrA act: bovine MsrA enzyme activators, primary screen, biochemical, absorbance, HTS. purified bovine MsrA, absorbance read-out. actives 0.3% (n = 360,000). Methionine sulfoxide reductase A (Bos taurus). activation, % at 10.6 µM. AID 602163, 2012; in the data active = activation above about 7.5%;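 note: 0% = vehicle and 100% = reference activator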
Tb MetRS inh: T. brucei MetRS inhibitors, primary screen, biochemical, luminescence. AID 624268, 2012. inhibition, % at 11.9 µM. actives 0.4% (n = 360,000). purified T. brucei MetRS, ATP depletion, Kinase-Glo luminescence;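 active = inhibition above a per-plate cutoff of the control wells' mean inhibition plus 3 SD, cut at about 5.5% in these data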;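 note: 0% = DMSO wells median and 100% = median of wells with control inhibitor compound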
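Measured by: Kinase-Glo luciferase luminescence reporting remaining unconsumed ATP. Material: purified T. brucei MetRS enzyme. Doses: 11.9 µM compound single dose, 0.9% DMSO. Medium: HEPES buffer containing pyrophosphatase, BSA, spermine, DTT. Times: 15 min preincubation, 2 h reaction, all 25 °C. Reagent: methionine, ATP and bulk E. coli tRNA.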
MLLE-PAM2 inh: inhibitors of PABP1 MLLE–PAM2 peptide binding, primary screen, biochemical, fluorescence polarization, FITC-PAM2, GST-MLLE | Polyadenylate-binding protein 1 (Homo sapiens), P11940 | actives 0.36% (n = 360,000) | inhibition, % at 20 µM; in the data active = inhibition above about 35%, passing the limit was not always enough;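 note: plate controls were DMSO wells with GST-MLLE for no effect and wells lacking GST-MLLE protein for full effect; some results filed as inactive read as strong as hits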
MsrA inhibitor: bovine MsrA enzyme inhibitors, primary screen, biochemical, absorbance, HTS | purified bovine MsrA, absorbance read-out | Methionine sulfoxide reductase A (Bos taurus) | inhibition, % at 15.5 µM | actives 0.75% (n = 360,000); in the data active = inhibition above about 4.5%;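 note: 0% = vehicle wells with enzyme and 100% = reference inhibitor wells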
MT1-MMP act inh: blockers of MT1-MMP proenzyme processing, primary screen, HT1080 RFP-PRO-GFP cells, GFP/RFP fluorescence; Matrix metalloproteinase-14 (Homo sapiens), P50281; GFP/RFP ratio fluorescence, overnight; percent of plate control window, DMSO zero; GFP/RFP ratio change, % at 20 µM; actives 0.061% (n = 360,000); AID 651647, 2012;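 active = GFP/RFP ratio change of at least 30% with cell ATP level not reduced by more than half and red fluorescence within 50% of control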; note: strong numbers were not always called active
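Test system: HT1080 cells expressing an RFP-PRO-GFP fluorescent reporter construct / Compound dosing: single-point 20 µM compound, 1% DMSO / Schedule: cells overnight before dosing, compound overnight, 37 °C, 5% CO2 / Evaluation: GFP/RFP fluorescence ratio / Control set: DMSO and RFP-L50D-GFP cell wells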
CendR NRP1 mod: modulators of CendR peptide binding to NRP-1, primary screen, biochemical, fluorescence polarization, uHTS; Neuropilin-1 (Homo sapiens), O14786; FAM-RPARPAR peptide binding to NRP-1; inhibition, % at 25 µM; actives 0.85% (n = 360,000);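 active = inhibition or corrected inhibition above about 18%, plus a signal ratio from 0.5 to 1.5, limit read from the data, passing the limit was not always enough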; note: strong numbers were not always called active
Target sequence (O14786 whole entry, looked up): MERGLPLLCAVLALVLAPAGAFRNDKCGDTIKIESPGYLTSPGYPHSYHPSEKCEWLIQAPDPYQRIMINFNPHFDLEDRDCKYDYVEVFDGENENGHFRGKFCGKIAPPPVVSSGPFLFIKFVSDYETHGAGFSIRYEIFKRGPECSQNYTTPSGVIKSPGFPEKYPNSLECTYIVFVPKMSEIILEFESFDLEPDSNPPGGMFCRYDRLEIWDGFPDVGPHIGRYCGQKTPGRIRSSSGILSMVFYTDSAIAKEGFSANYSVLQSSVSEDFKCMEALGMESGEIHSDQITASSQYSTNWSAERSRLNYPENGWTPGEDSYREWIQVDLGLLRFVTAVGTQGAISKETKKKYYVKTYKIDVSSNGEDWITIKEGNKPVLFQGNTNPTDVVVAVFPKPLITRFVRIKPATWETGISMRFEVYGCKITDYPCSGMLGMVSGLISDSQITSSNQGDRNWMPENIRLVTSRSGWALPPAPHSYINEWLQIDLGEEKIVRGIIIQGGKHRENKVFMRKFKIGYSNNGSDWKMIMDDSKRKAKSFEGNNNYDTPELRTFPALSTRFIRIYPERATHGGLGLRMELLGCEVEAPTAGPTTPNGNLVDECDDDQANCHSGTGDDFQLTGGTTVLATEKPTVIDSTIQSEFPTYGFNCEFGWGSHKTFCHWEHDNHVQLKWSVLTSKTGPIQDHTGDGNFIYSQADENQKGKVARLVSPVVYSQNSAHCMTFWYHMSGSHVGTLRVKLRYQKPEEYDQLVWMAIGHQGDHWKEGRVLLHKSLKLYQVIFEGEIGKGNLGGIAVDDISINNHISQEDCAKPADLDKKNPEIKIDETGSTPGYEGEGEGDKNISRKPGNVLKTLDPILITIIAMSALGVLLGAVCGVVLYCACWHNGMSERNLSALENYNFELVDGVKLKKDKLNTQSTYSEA
FAS TE block: FAS thioesterase domain inhibitors, primary screen, biochemical, fluorescence intensity, uHTS | AID 602261, 2012 | Fatty acid synthase (Homo sapiens), P49327 | recombinant FAS-TE, OMFH fluorogenic substrate, fluorescence endpoint | actives 0.67% (n = 360,000) | inhibition, % at 15 µM;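 active = compounds whose normalised, plate-corrected inhibition of enzyme fluorescence in the single-dose primary screen is 50% or more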;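 note: 0% = DMSO with enzyme and 100% = substrate without enzyme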
SKN-1 block: suppressors of acrylamide-induced Pgst-4::GFP reporter in worms, primary screen, SKN-1 inhibitor project, whole organism, uHTS, GFP/RFP fluorescence ratio, strain VP596 | actives 0.49% (n = 360,000) | inhibition, % at 21.8 µM | C. elegans VP596 Pgst-4::GFP/RFP ratio, 24 h;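 active = interference check ratio from 0.5 to 1.5 plus GFP to RFP signal ratio inhibition reaching or exceeding a fixed threshold, cut at about 30% in these data, passing the limit was not always enough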; note: some compounds called inactive have numbers as strong as hits
E coli Lon inh: inhibitors of E. coli Lon protease, primary screen, biochemical, fluorescence polarization; inhibition, % at 7.94 µM; purified E. coli Lon protease; P0A9M0; actives 0.42% (n = 360,000); in the data active = inhibition above about 13%, passing the limit was not always enough;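 note: 0% = enzyme with probe and DMSO and 100% = no enzyme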
Active calls of the source: *; x = no result given; & = joins results of further samples.

Sample of the layout (9 entries):
SMILES	MsrA act	Tb MetRS inh	MLLE-PAM2 inh	MsrA inhibitor	MT1-MMP act inh	CendR NRP1 mod	FAS TE block	SKN-1 block	E coli Lon inh
O=C(N/N=C/c1cn(-c2ccccc2)nc1-c1cc2ccccc2o1)c1cccnc1	-5	0.1	0	0.3	-5	5	9	8	9
Cc1ccc(/C=C/C(=O)O)cc1S(=O)(=O)Nc1ccccc1C(=O)O	-4	-0.6	1	1.8	-1	-22	-1	-3	-9
COc1cc(/C=C/C(=O)OC(C)C(=O)NC2CCCCC2C)cc(Cl)c1OC (stereo unspecified)	0	-0.5	-5	0.0	0	12	-3	-3	-8
O=C(Nc1ccc(N2CCN(C(=O)c3ccc(Cl)cc3)CC2)cc1)c1cccs1	0	0.5	2	-0.1	2	4	-1	3	-1
CCOc1ccc(Oc2ccc(NS(=O)(=O)c3ccc(CCC(=O)O)cc3)cc2)cc1	-7	-0.1	-4	0.2	2	3	2	-9	-4
COc1ccc(Br)cc1/C=C(\C(=O)O)c1ccc(S(=O)(=O)N2CCCCC2)s1	-4	0.1	11	2.5	3	-22	1	-8	-5
CC(C)[C@H](NC(=O)c1ccco1)C(=O)OCC(=O)N(C)c1ccccc1	-8	-1.1	-12	-0.1	0	1	-5	-13	-5
Cc1ccc(S(=O)(=O)N2[C@@H](c3ccc(Br)cc3)C(C(=O)O)=CC[C@H]2c2cccc(Cl)c2)cc1	-9	-0.3	-9	-0.6	0	-14	13	8	0
COC(=O)Cc1csc(Nc2ccc(F)c(Cl)c2)n1	-10	-0.3	3	1.2	5	-13	4	-3	-1

All compounds of this part (from the top)
SMILES	MsrA act	Tb MetRS inh	MLLE-PAM2 inh	MsrA inhibitor	MT1-MMP act inh	CendR NRP1 mod	FAS TE block	SKN-1 block	E coli Lon inh
O=C(N/N=C/c1cn(-c2ccccc2)nc1-c1cc2ccccc2o1)c1cccnc1	-5	0.1	0	0.3	-5	5	9	8	9
Cc1ccc(/C=C/C(=O)O)cc1S(=O)(=O)Nc1ccccc1C(=O)O	-4	-0.6	1	1.8	-1	-22	-1	-3	-9
COc1cc(/C=C/C(=O)OC(C)C(=O)NC2CCCCC2C)cc(Cl)c1OC (stereo unspecified)	0	-0.5	-5	0.0	0	12	-3	-3	-8
O=C(Nc1ccc(N2CCN(C(=O)c3ccc(Cl)cc3)CC2)cc1)c1cccs1	0	0.5	2	-0.1	2	4	-1	3	-1
CCOc1ccc(Oc2ccc(NS(=O)(=O)c3ccc(CCC(=O)O)cc3)cc2)cc1	-7	-0.1	-4	0.2	2	3	2	-9	-4
COc1ccc(Br)cc1/C=C(\C(=O)O)c1ccc(S(=O)(=O)N2CCCCC2)s1	-4	0.1	11	2.5	3	-22	1	-8	-5
CC(C)[C@H](NC(=O)c1ccco1)C(=O)OCC(=O)N(C)c1ccccc1	-8	-1.1	-12	-0.1	0	1	-5	-13	-5
Cc1ccc(S(=O)(=O)N2[C@@H](c3ccc(Br)cc3)C(C(=O)O)=CC[C@H]2c2cccc(Cl)c2)cc1	-9	-0.3	-9	-0.6	0	-14	13	8	0
COC(=O)Cc1csc(Nc2ccc(F)c(Cl)c2)n1	-10	-0.3	3	1.2	5	-13	4	-3	-1
Cc1cc(Cl)ccc1OC(C)C(=O)OCC(=O)c1ccc[nH]1 (stereo unspecified)	-2	0.2	-7	-0.1	-2	-4	10	1	-4
CN(C)CCCNCCCNC(=O)c1ccco1	-4&-8	-0.3&0.0	6&3	-0.8&-1.2	-5&-1	2&-1	-4&-10	10&5	-2&-4
CCCC(C(=O)NCCC(C)C)N(Cc1ccc(OC)cc1)C(=O)c1snc(C(N)=O)c1N (stereo unspecified)	-1	-0.4	-3	0.6	-2	-3	11	11	2
COc1ccccc1N=c1oc2cc(O)ccc2cc1C(=O)NCC1CCCO1 (stereo unspecified)	0	-1.9	-10	0.1	0	-18	-2	3	-4
Cc1ccc(N(C)C(=O)C2CCCN2S(=O)(=O)c2cccc3nsnc23)cc1 (stereo unspecified)	-4	0.1	-3	-0.8	-2	9	-5	-12	-10
O=C1NC[C@H](CCCCN2C[C@H](Cc3ccc(O)cc3)N(CC3CCCCC3)C(=O)C2=O)N(CCc2ccccc2)C1=O	-1	-0.3	x	-1.4	2	-4	-2	-3	6
O=C(N=C1SC2CS(=O)(=O)CC2N1c1ccc(Cl)cc1)C1CCCO1 (stereo unspecified)	3	0.1	-11	-1.5	-4	-2	-4	0	4
COC(=O)c1cc(OC)c(OC)cc1NC(=O)c1ccccc1	-4	-1.5	-9	-1.3	6	-7	4	8	-4
CC(=O)Nc1ccc(/C(C)=N/NC(=O)c2ccc(F)cc2)cc1	-6	-0.6	10	-1.0	2	12	-10	14	-1
Cc1ccc(S(=O)(=O)Nc2cc(C(C(=O)OC(C)C)C(=O)C(F)(F)F)c(O)c3ccccc23)c(C)c1 (stereo unspecified)	-2	0.1	18	-0.6	-22	-10	15	9	8
O=C(Nc1ccccc1N1CCOCC1)c1cc2ccccc2o1	-1	-0.7	10	-0.1	-2	-3	16	18	-3
C=CCN(C(=O)C1CSC2(C)CCC(=O)N12)c1nc(-c2ccccc2)cs1 (stereo unspecified)	1	-0.4	-3	0.0	1	-10	18	16	3
CCOC(=O)CCNC(=O)N1CCCC(N2CCN(c3ccc(OC)cc3)CC2)C1 (stereo unspecified)	-10	1.3	-7	-0.5	0	-6	-4	-4	-14
CC(=O)NCC1CCN(C(=O)C2CCC(=O)N(CCc3cccc(F)c3)C2)CC1 (stereo unspecified)	-2	-0.3	-8	-0.8	-1	-10	0	-2	-2
CC(C)COCC(O)CCC(=O)NNC(=S)Nc1ccccc1 (stereo unspecified)	-4	-0.5	-10	0.7	2	-4	-9	3	8
Cc1ccc2sc(C)[n+](CCO)c2c1	-1	-0.7	28	-0.9	5	6	-2	15	-2
CCN(CC)S(=O)(=O)c1ccc(N2CCOCC2)c(NC(=O)c2sccc2C)c1	-1	0.1	14	-0.6	-3	-2	23	-6	-12
COc1ccc([C@H]2CC(=O)C=C(c3ccc(CO)cc3)C2)cc1	-1	-0.2	8	0.3	3	3	-11	0	3
COc1ccc(C(CC(=O)Nc2ccc(F)cc2)c2ccccc2)cc1 (stereo unspecified)	-1	0.0	10	0.9	0	-3	13	11	1
O=C(Nc1nc2ccccc2n1CCN1CCCC1)C1CCCCC1	-3	-0.3	-2	-1.2	-1	6	-8	-5	-1
COc1cccc(CNC(=O)Cn2nc(C)c([N+](=O)[O-])c2C)c1	-8	-1.2	-8	-0.3	7	-4	5	5	10
Cc1ccccc1-n1cc(CNC(=O)CCc2nnc(CCc3ccccc3)o2)cn1	0	-0.3	7	-1.9	-1	0	1	2	-2
COc1ccc(CNC(=O)C[C@H]2C[C@H](C(=O)N3CCOCC3)[C@@]3(CCC4CCCC4)c4[nH]c5ccc(Cl)cc5c4CCN3C2=O)cc1OC	-3	-0.5	4	-1.5	-30	0	89*	-5	-3
CCCCn1c(SCC(=O)O)nc2ccccc21	-13	-0.9	-28	-0.1	-2	-3	-10	-7	0
O=C(c1c[nH]c(C(=O)C(Cl)(Cl)Cl)c1)c1ccccc1Cl	-1	-0.6	13	0.7	1	-1	10	-9	8
COc1ccc(C(=O)N/C(=C\c2ccc(Cl)cc2)C(=O)NCC2CCCO2)cc1 (stereo unspecified)	0	0.0	-8	1.7	-5	-4	9	-15	-5
CC(C)(C)c1ccc(OC(=O)c2ccc3snnc3c2)cc1	-4	0.3	3	1.3	2	4	-6	-1	1
CC(=O)Oc1cc(O)c2c(c1)OC(c1ccc(OC(C)=O)c(OC(C)=O)c1)C(OC(C)=O)C2=O (stereo unspecified)	-9	-1.2	0	2.9	2	13	-1	-22	7
CC(NS(=O)(=O)c1ccc(OCC(=O)N2CCOCC2)cc1)c1ccccc1 (stereo unspecified)	-12	1.3	4	0.1	-2	-6	-3	-6	-10
C/C(Nc1ccc(Cl)cc1)=C1/CCOC1=O	-4	0.1	3	-1.3	8	13	-7	3	-1
CC(C)n1c(-c2ccc(N(C)C)cc2)nc2ccccc21	-3	-2.0	-5	0.8	-6	-8	1	24	-4

Three compounds already listed, sorted by the value under MT1-MMP act inh, descending:
SMILES | MT1-MMP act inh
C/C(Nc1ccc(Cl)cc1)=C1/CCOC1=O | 8
O=C(Nc1nc2ccccc2n1CCN1CCCC1)C1CCCCC1 | -1
COc1ccc(CNC(=O)C[C@H]2C[C@H](C(=O)N3CCOCC3)[C@@]3(CCC4CCCC4)c4[nH]c5ccc(Cl)cc5c4CCN3C2=O)cc1OC | -30

Carrying on.
SMILES	MsrA act	Tb MetRS inh	MLLE-PAM2 inh	MsrA inhibitor	MT1-MMP act inh	CendR NRP1 mod	FAS TE block	SKN-1 block	E coli Lon inh
N#Cc1ccccc1OCCCN1CCC(Cc2ccccc2)CC1	-3	-0.4	-6	-1.2	-1	2	6	-8	-2
Cc1ccc(NS(=O)(=O)c2ccc3c(c2)CC(=O)N3)cc1C	0	0.8	1	0.2	8	3	2	-10	10
Cc1cc(O)c(C(C)C)cc1N=Cc1cc([N+](=O)[O-])ccc1O	-6	-0.9	-6	2.2	-7	-7	-9	-4	-1
COc1cccc(C(=O)OCC(=O)N2CCc3ccccc3C2)c1OC	-3	-0.2	-1	-0.1	1	-12	1	-10	5
CC(=O)c1cc2c(cc1NC(=O)Cn1cnc3ccccc3c1=O)OCO2	-5	-0.5	-1	0.2	4	5	-6	-18	-7
CN1CCc2c(sc(/N=C/c3cccs3)c2C(N)=O)C1	-2	0.5	-5	x	-48	-69	-11	29	-71
Cc1ccccc1Nc1nc(N)nc(COC(=O)c2cccc(S(=O)(=O)N(C)c3ccccc3)c2)n1	-2	0.2	2	0.8	0	0	11	1	-5
O=C(O)c1ccc(NCc2nc3ccccc3n2CCOc2ccccc2Cl)cc1	-1	1.2	-9	-0.1	2	-5	0	11	-9
COc1ccc(CCC(=O)OCC(=O)c2cccc(OC)c2)cc1	-2	0.5	3	-0.5	-6	2	-1	-6	-13
CCNC(=S)N/N=C/c1cc(C)n(-c2ccc(Cl)cc2)c1C	-3	-1.2	-28	1.2	0	-15	13	15	2
COC(=O)c1cn(C(=O)c2ccc3c(c2)OCO3)c2ccccc12	-2	-0.2	6	-0.1	0	-2	20	8	2
Cc1ccc2c(c1)c1nnc(SCC(=O)Nc3ccc(N(C)C)cc3)nc1n2CC(=O)O	-2	0.3	20	1.8	-1	12	7	-3	-7
CCn1ncc(NC(=S)Nc2ccc(OC)c(OC)c2)c1C(N)=O	1	0.0	15	-0.1	1	-113	-4	4	8
